Tb PGK inh = blocks T. brucei phosphoglycerate kinase. PGK/GAPDH coupled, Kinase-Glo luminescence, 60 min. Potency, µM (top dose mostly 57.5 µM), without a hit: at the highest dose activity change, negative = inhibition, hits mostly inhibitors. 380,000 tested, 0.043% active. AID 602233; note: % is set by controls: 0 for no effect and ±100 for the full control effect; nearly all actives have a fitted effect of over 60% in size
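Luminescent ATP detection (Kinase-Glo Plus) follows a 60-minute room-temperature incubation, with wells lacking PGK as controls. Buffer: 100 mM TEA (pH 7.6), 5 mM MgCl2, 0.01% Tween-20. Coupling enzyme GAPDH (100 nM final) supplies unstable 1,3-BPG in-well.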
GLS inh = glutaminase GLS (human) inhibition | 410,000 tested, 0.21% active | O94925 | GLS enzymatic activity, qHTS titration | AID 624170 | Potency, µM (series often up to 45.5 µM), for inactives: top-dose activity change, negative = inhibition, actives largely listed as inhibitors; note: % is set by controls: 0 for no effect and ±100 for the full control effect
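Read-out is an Amplex red fluorescence increase coupled through glutamate oxidase and HRP, measured before and after 30 min room-temperature incubation. hKGA is in 45 mM KH2PO4 (pH 8.2) with 0.02% Tween-20; glutamine added as 1mM solution.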
BAZ2B block = blocks human BAZ2B | Potency, µM (highest dose often 114 µM), for the others: top-dose activity change, negative = inhibition, actives largely listed as inhibitors | 360,000 tested, 4.4% active | Q9UIF8 | AlphaScreen BAZ2B-H3K14Ac peptide displacement; note: % is set by controls: 0 for no effect and ±100 for the full control effect; nearly all actives have a fitted effect of over 60% in size
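Complex of BAZ2B and biotin-H3K14Ac (50 nM apiece) forms over 30 min at RT, then faces library compounds up to 110 uM for another 30 min; AlphaScreen beads added, 20 min dark incubation, luminescence read.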
Pol iota inh = inhibitors of human DNA polymerase iota; Q9UNA4; Pol iota fluorescent replication assay, 10 min; Potency, µM (doses to about 115 µM), for the others: at the top dose activity, negative = inhibition, most hits filed as inhibitors; 390,000 tested, 1% active
Target sequence (Q9UNA4 whole entry, looked up): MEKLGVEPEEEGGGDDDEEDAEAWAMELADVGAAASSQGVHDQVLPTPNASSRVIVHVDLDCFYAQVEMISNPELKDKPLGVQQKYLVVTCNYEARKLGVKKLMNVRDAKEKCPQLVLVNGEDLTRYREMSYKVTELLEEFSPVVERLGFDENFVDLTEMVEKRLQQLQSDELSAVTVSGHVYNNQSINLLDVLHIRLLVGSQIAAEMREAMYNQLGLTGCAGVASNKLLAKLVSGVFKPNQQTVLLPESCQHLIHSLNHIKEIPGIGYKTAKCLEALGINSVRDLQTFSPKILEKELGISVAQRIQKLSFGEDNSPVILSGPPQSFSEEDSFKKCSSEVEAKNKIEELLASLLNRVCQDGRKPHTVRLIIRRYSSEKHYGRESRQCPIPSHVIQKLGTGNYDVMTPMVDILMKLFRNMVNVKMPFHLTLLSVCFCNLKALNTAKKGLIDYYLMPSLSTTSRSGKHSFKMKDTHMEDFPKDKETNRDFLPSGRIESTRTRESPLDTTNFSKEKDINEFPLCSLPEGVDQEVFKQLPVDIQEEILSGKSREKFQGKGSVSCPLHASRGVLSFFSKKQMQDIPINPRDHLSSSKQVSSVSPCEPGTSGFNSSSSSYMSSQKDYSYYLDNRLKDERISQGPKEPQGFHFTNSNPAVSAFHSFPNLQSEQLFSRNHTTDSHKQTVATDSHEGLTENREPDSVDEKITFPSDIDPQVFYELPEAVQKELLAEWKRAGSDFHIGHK
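Pol iota at 10 nM preincubated 15 min with compounds at room temperature; reaction started with fluorescent substrate, 50 nM final. Fluorescence read kinetically at 0 and 10 min; buffer-only wells as negative control.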
HP1b chromo inh = HP1-beta chromodomain-methylated histone interaction inhibition; 390,000 tested, 0.56% active; AlphaScreen HP1-beta / biotin-H3K9me3 peptide binding; Potency, µM (doses to about 114 µM), without a hit: top-dose activity change, negative = inhibition, most hits filed as inhibitors; note: nearly all actives have a fitted effect of over 70% in size; inactives centre near 23
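HP1-beta protein (50 nM final) preincubated 30 min at room temperature with biotinylated H3(1-18)K9me3 peptide (50 nM) in PBS pH 7.4, 0.01% Tween-20, then compound added for 30 min. AlphaScreen streptavidin donor/nickel chelate acceptor beads (10 ug/mL final), 30 min dark, luminescence read.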
JMJD2A Tudor = inhibitors of human JMJD2A Tudor domain; Potency, µM (highest dose often 114 µM), without a hit: at the highest dose activity change, negative = inhibition, actives largely listed as inhibitors; AID 504339; 390,000 tested, 4.4% active; AlphaScreen JMJD2A-Tudor / H3K4me3 peptide binding; note: % is set by controls: 0 for no effect and ±100 for the full control effect; nearly all actives have a fitted effect of over 50% in size
BLM inh = inhibitors of human Bloom syndrome helicase BLM | Potency, µM (highest dose often 56.1 µM), for the others: at the highest dose activity change, negative = inhibition, actives largely listed as inhibitors | 350,000 tested, 0.2% active | recombinant BLM DNA unwinding, fluorescence dequenching;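 note: plate controls were vehicle for no effect and no enzyme for full effect; nearly all actives have a fitted effect of over 35% in size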
G9a inh = inhibitors of human histone lysine methyltransferase G9a. Q96KQ7. G9a H3K9 monomethylation, AlphaScreen, 2 h. Potency, µM (highest dose often 102 µM), without a hit: at the highest dose activity, negative = inhibition, actives largely listed as inhibitors. 350,000 tested, 8.8% active. AID 504332; note: % is set by controls: 0 for no effect and ±100 for the full control effect; nearly all actives have a fitted effect of over 75% in size
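Enzyme 20 nM + cpd, 15 min RT; add b-H3K9 pep 500 nM / SAM 20 uM; 2 h RT; anti-H3K9me1 Ab 0.5 ug/mL + SA donor / anti-rabbit acceptor beads 20 ug/mL each, 10 min; AlphaScreen read.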
Pin1 inh = blocks the human prolyl isomerase Pin1 | Potency, µM (series often up to 115 µM), for the others: at the highest dose activity, negative = inhibition, usual class: inhibitors | Q13526 | Pin1 FP peptide displacement, HiFluor488, 10 min | 390,000 tested, 0.009% active; active = well fitted inhibition curve with a large enough effect in the polarisation, with a control signal flat, not every such curve was filed as active; inconclusive = small, poorly fitted or top-dose-only effect, or effect the other way, or a change in a side signal; inactive = no such curve, though single readings can be large or run the other way; the % refers to the polarisation; note: % is set by controls: 0 for no effect and ±100 for the full control effect
Target sequence (Q13526 whole entry, looked up): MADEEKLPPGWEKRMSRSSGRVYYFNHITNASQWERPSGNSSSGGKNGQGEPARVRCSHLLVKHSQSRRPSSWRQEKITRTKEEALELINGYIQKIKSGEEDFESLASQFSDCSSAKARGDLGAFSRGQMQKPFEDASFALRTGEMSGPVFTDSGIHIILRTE
The depositor's hits bear a star; i = inactive; u = inconclusive; x = not tested or not shown; [ ] = dose if it differs, or a comment. Unless noted, calls come from the whole dose curve; as a rule, active = well fitted curve in the direction sought with a large enough effect; inconclusive = small, poorly fitted or top-dose-only effect, or another doubt; inactive = no such curve, though single readings can be large; an effect the other way counts as inactive or inconclusive. Potency is the fitted concentration of half-maximal effect.

entry | molecule | Tb PGK inh | GLS inh | BAZ2B block | Pol iota inh | HP1b chromo inh
1 | Cc1cccc(N2CCCC2=Nc2ccc(Br)cc2C#N)c1 | -1%[11.5 µM] | 6% | 4% | 1% | 85%
2 | CCCCn1nnc(NC(=S)NC(=O)c2ccc(-c3cccc(Cl)c3Cl)o2)n1 | -4% | 3% | -8% | -1% | -24%
3 | O=C(Nc1cccc(-c2cccc(Cl)c2)c1)C1CCN(Cc2ccc(CO)o2)CC1 | -1% | 0% | 11% | -6% | 16%
4 | O=C(NC1CCN(S(=O)(=O)c2ccccc2C(F)(F)F)CC1)c1ccco1 | -3% | 4% | 2% | 13% | 31%
5 | COc1cccc(NC(=O)CN(C)C(=O)c2ccc(NC3CC3)c([N+](=O)[O-])c2)c1 | i | 15% | -36% | 2% | -14%
6 | COc1ccc(CNC(=S)Nc2cccc(OC)c2)cc1 | -11% | 2% | -26% | 160%[activator] | 17%
7 | Cc1c(C(=O)OCc2ccccc2)[nH]c2c1C(=O)CC(c1ccc(Cl)cc1)C2 (centres undefined) | -13% | 2% | 0% | 17% | 40%[activator]
8 | COc1ccc(C(C(N)=O)c2ncc(C(F)(F)F)cc2Cl)cc1OC (centres undefined) | -4% | -2% | -1% | u | 37%
9 | COc1cc(/C=C2\SC(=Nc3ccc(O)cc3)NC2=O)cc(OC)c1O | -1% | u | -13% | u | 7%
10 | O=C(OC1CCCCC1=O)c1cc(S(=O)(=O)N2CCOCC2)ccc1F (centres undefined) | i | 2% | -12% | 2% | 16%
11 | CCOc1ccc2nc(N3CCC(C(=O)N4CCN(c5ncccn5)CC4)CC3)sc2c1 | 2% | 2% | -10% | 2% | 18%
12 | CN(C=[N+](C)C)c1cccc2c1C(=O)c1ccccc1C2=O | 2% | -5% | 18µM* | 20% | 16µM*

entry | JMJD2A Tudor | BLM inh | G9a inh | Pin1 inh
1 | 9% | -9% | -11%[59 µM] | -4%
2 | u | -5% | 45µM* | 35%[activator]
3 | -25% | 0% | x | -1%
4 | -6% | -3% | 29% | -3%
5 | u | x | 27%[12.7 µM] | -6%
6 | -17% | -5% | 0% | 8%
7 | -2% | -3% | -1%[59 µM] | 5%
8 | -3% | 1% | x | -1%
9 | -8% | -1% | -42% | 20%
10 | -16% | -2% | 17% | -5%
11 | -11% | 1% | -12%[59 µM] | -1%
12 | 45µM* | -6% | u | u

Further records follow:
entry | molecule | Tb PGK inh | GLS inh | BAZ2B block | Pol iota inh | HP1b chromo inh
13 | Cc1ccc(S(=O)(=O)Nc2ccc3nc(N)sc3c2)cc1 | 2% | 52%[activator] | -1% | 17% | 9%
14 | CCc1c(C)c2ccc(OCC(=O)N(C)C)c(C)c2oc1=O | -2% | 1% | -1% | 0% | 25%
15 | Cc1ccc(C)c(CN2CCC(CNC(=O)Nc3ccc(C)c(C)c3)CC2)c1 | -10% | 4% | -14% | 64%[activator] | -19%
16 | COc1cc(-c2noc(CSc3nc(-c4ccccc4)cc(=O)[nH]3)n2)cc(OC)c1OC | -8% | u | 2% | u | 23%[57 µM]
17 | COc1cccc(C(=O)Nc2ccccc2-c2nnc(-c3cc(OC)ccc3Br)o2)c1 | -7% | -12% | -11% | 16% | 35%
18 | Cc1ccc(NC(=O)C/C(N)=N/O)cc1Cl | i | 13% | -1% | 42%[activator] | 43%[activator]
19 | O=C(CCc1nc2cccnc2n1Cc1cccs1)Nc1cccc(Cl)c1 | -3% | 1% | -16% | -2% | 21%
20 | COc1ccc(N(C(=O)c2cnccn2)C(C(=O)NC2CCCCC2)c2ccc(O)cc2)cc1 (centres undefined) | -1% | 2% | -21% | 48%[activator] | 25%
21 | Cc1sc2nc(CN3CCOCC3)nc(NCCc3ccccc3)c2c1C | i | 9% | -33% | 3% | -3%
22 | COC(=O)CCSc1cc(NCCOC(C)=O)c([N+](=O)[O-])c2nonc12 | -8% | -1% | -11% | u | -6%[57 µM]
23 | O=C(CN1C(=O)CCS(=O)(=O)c2ccccc21)Nc1ccc2c(c1)OCCO2 | -4% | 11% | 0% | 24% | 34%
24 | CCN(C(=O)COC(=O)c1ccc(OCc2c(C)noc2C)cc1)c1ccccc1 | i | -1% | -6% | 2% | 8%

entry | JMJD2A Tudor | BLM inh | G9a inh | Pin1 inh
13 | -22% | -1% | u | -1%
14 | 1% | -2% | u | 0%
15 | -22% | -3% | -11% | -16%
16 | -18% | -11% | -16%[59 µM] | 29%
17 | 6% | -3% | 1%[59 µM] | 0%
18 | -1% | -2% | 8% | 5%
19 | -25% | -11% | 8%[59 µM] | u
20 | 0% | -3% | u | -2%
21 | u | 2% | -2% | 1%
22 | -8%[57.1 µM] | 5% | 26% | 1%
23 | 11% | 1% | 22%[59 µM] | -5%
24 | -5% | -5% | 10%[59 µM] | -6%

(list continues)
entry | molecule | Tb PGK inh | GLS inh | BAZ2B block | Pol iota inh | HP1b chromo inh
25 | COC(=O)c1ccccc1NC(=O)C1CCN(C(=O)Cc2ccccc2)CC1 | i | -2% | -17% | 9% | 36%
26 | CC(C)(C)C(=O)Nc1ccc(S(=O)(=O)N2CCCC2)cc1 | -8% | -10% | u | 127%[activator] | 8%
27 | CSc1nc(Sc2ccc(Cl)cc2)c2ccccc2n1 | -4% | 9% | 15% | 3% | 73%
28 | COc1cccc(NC(=O)CN(C)C(=O)Cn2c(=O)oc3ccccc32)c1 | -9% | 5% | 8% | -11% | 16%
29 | Nn1c(=O)c2ccccc2n2c(SCc3ccccc3)nnc12 | 0% | -9% | 8% | -6% | 21%
30 | O=C(CSc1ccc2nnc(-c3ccc(Cl)cc3)n2n1)N1CCCc2ccccc21 | -4% | 2% | 27% | -3% | 25%
31 | CC(C)CCNC(=O)NC(=O)CSc1nnc(-c2ccccc2F)n1N | 8% | 6% | 7% | 20% | 29%
32 | CC(NC(=O)C1C(=O)N(CCO)C2(C)CC1c1ccccc1O2)c1ccccc1 (centres undefined) | -7% | 0% | 9% | 33%[activator] | 23%
33 | CCN1C=C(Cc2ccccc2C)C2=C(C1)C(c1ccccc1C)C(C#N)=C(N)O2 (centres undefined) | 5% | 17% | 45µM* | u | u
34 | C[C@H](NC(=O)C1CC(=O)N(c2ccc3c(c2)OCO3)C1)C(=O)NC1CCCC1 (some centres undefined) | -1% | 11% | -14%[57.1 µM] | 50%[activator] | 3%
35 | CN(Cc1ccccc1)C(=O)CNC(=O)C12CC3CC(CC(C3)C1)C2 | 8% | 0% | -6% | 3% | 24%
36 | CCOC(=O)C1=NN(c2ccc(Cl)cc2)C(c2ccccc2)CC1=O (centres undefined) | -1% | 4% | u | 24% | -25%
37 | CCn1c(CN2CCCCC2)nc2cc(NC(=O)c3ccc([N+](=O)[O-])cc3)ccc21 | -2% | -9% | -5% | -15% | 17%
38 | O=C(CN1C(=O)NC2(CCCCCC2)C1=O)N1CCCCC1 | -5% | 0% | -4% | u | 30%
39 | CCSc1nnc2c(Cl)cc(Cl)cn12 | -3% | 1% | 11% | 6% | 24%

entry | JMJD2A Tudor | BLM inh | G9a inh | Pin1 inh
25 | -14% | -11% | 43% | -6%
26 | 10%[57.1 µM] | 0% | 7% | 0%
27 | 39%[activator] | -3% | 54%[activator][59 µM] | -2%
28 | -11% | x | -42% | -1%
29 | -2% | -29% | 14%[59 µM] | -3%
30 | -21% | -2% | 32µM* | 0%
31 | -6% | -4% | -30%[12.7 µM] | 3%
32 | -2% | -2% | 27% | -7%
33 | 56µM* | -18% | 14µM* | 1%
34 | u | 0% | 10% | -5%
35 | -3% | x | -1%[12.7 µM] | 7%
36 | u | -9% | u | -1%
37 | -17% | -2% | -10%[59 µM] | -8%
38 | -5% | x | 1%[12.7 µM] | -2%
39 | -15% | 1% | 7%[59 µM] | -6%

Only part of the results is shown; rates above refer to the full screens.
